High-throughput results from PubChem.
M1 PAM parental: nonselective calcium activators in parental CHO-K1 cells, primary screen, counter-screen for M1 PAM project, cell-based, Fluo-8 calcium fluorescence, full deck, 1536-well | ATP EC20; 0% at ATP EC20, 100% at ATP max | activation, % at 3 µM | actives 0.02% (n = 360,000) | AID 602247, 2012;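 active = activation above the run cutoff, the mean activation of all test compounds plus 3 SD, cut at about 40% in these data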;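 also: peak over basal fluorescence ratio in a 140 s read after ATP addition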
M1 ag parental: counter-screen for M1 agonists: effect in parental CHO-K1 cells; actives 0.48% (n = 360,000); Fluo-8 calcium fluorescence; scaled to maximal ATP response, vehicle zero; activation, % at 3 µM; AID 602248, 2012; in the data active = activation above about 15%;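 also: untransfected CHO-K1 host cells lacking M1 receptor as counterscreen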
OXTR potentiate: human OXTR potentiators, primary screen, fluorescence, CHO-OTR cells, Fluo-8 calcium | Oxytocin receptor (Homo sapiens), P30559 | Fluo-8 calcium fluorescence, potentiator mode; 0% = oxytocin EC15, 100% = EC100 | activation, % at 3 µM | actives 0.061% (n = 320,000);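 active = activation above that plate's cutoff, the mean activation of tested compounds plus 3 SD, cut at about 6.6% in these data, passing the limit was not always enough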;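 also: 100% uses oxytocin at 75 nM as the full agonist control; some results filed as inactive read as strong as hits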
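Measured by – Fluo-8 calcium dye fluorescence · Test system – human OTR in CHO cells · Dosing – one concentration, 3.0 µM compound · Controls – EC15 oxytocin alone as 0%, 75 nM oxytocin as 100% · Evaluation – normalized max/min fluorescence ratio, % activation · Timing – 6 min pre-incubation, 100 s read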
M1 ag: human M1 muscarinic receptor agonists, primary screen, Fluo-8 calcium fluorescence, CHO-K1 cells, HTS | Muscarinic acetylcholine receptor M1 (Homo sapiens), P11229 | CHO-K1 hM1, agonist mode; 0% DMSO, 100% acetylcholine EC100 | activation, % at 3 µM | actives 0.33% (n = 360,000);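 active = activation above the run's mean compound activation plus 3 SD, cut at about 16% in these data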;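 also: peak over basal fluorescence ratio within a 140 s kinetic read after compound addition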
Target sequence (P11229 whole entry, looked up): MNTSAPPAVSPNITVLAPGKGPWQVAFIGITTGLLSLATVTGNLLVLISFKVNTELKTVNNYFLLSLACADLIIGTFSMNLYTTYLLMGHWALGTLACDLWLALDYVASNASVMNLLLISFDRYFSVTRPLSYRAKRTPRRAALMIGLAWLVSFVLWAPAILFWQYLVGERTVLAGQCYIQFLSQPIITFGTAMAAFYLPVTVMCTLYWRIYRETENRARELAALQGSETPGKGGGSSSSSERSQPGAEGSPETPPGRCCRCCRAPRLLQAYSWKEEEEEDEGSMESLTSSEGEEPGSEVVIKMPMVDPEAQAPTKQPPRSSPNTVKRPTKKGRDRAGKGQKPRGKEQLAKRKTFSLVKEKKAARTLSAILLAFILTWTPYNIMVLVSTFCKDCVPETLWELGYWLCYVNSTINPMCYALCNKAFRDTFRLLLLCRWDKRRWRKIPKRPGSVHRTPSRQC
TAAR1 antag: human TAAR1 antagonists, primary screen, Fluo-8 calcium fluorescence, CHO RD-HGA16 cells; Trace amine-associated receptor 1 (Homo sapiens), Q96RJ0; antagonist; inhibition, % at 3 µM; actives 1.5% (n = 360,000); AID 624466, 2012;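 active = inhibition above a per-plate cutoff, the mean inhibition of test compounds on that plate plus 3 SD, cut at about 49% in these data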;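 also: 0% = DMSO plus EC80 beta-PEA response and 100% = DMSO alone without agonist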
Target sequence (Q96RJ0 whole entry, looked up): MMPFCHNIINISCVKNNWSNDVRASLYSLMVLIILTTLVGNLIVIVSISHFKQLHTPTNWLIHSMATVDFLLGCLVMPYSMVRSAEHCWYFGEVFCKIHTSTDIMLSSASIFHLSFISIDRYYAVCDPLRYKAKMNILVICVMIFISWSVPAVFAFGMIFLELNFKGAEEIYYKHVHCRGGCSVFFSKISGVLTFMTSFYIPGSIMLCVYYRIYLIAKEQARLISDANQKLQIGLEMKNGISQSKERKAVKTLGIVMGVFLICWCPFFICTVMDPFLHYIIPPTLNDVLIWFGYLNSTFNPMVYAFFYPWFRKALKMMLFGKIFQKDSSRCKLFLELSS
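Test system: CHO RD-HGA16 cells bearing hTAAR1 | Reagent: β-PEA, EC80 | Compound dosing: 3 µM, single point | Schedule: Dye loading 75 min at 37 °C, then 30 min room temperature | Signal: Calcium fluorescence with Fluo-8 | Evaluation: Percent inhibition of PEA-evoked calcium signal, max/basal emission ratio | Control set: DMSO-only wells and EC80 β-PEA-stimulated wells | Repeats: Singlicate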
V1R ag counter: agonists of human V1a receptor, primary screen, counter-screen for OXTR agonist project, fluorescence, CHO-V1R cells; Vasopressin V1a receptor (Homo sapiens), P37288; Fluo-8 calcium fluorescence, agonist mode; 0% DMSO, 100% 3 nM vasopressin; activation, % at 3 µM; actives 0.25% (n = 320,000);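 active = activation above the mean activation of all tested compounds plus 3 SD, per screening run, cut at about 20% in these data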;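 also: signal is peak over basal fluorescence ratio across a 100 second FLIPR read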
TAAR1 ag: human TAAR1 agonists, primary screen, Fluo-8 calcium fluorescence, CHO RD-HGA16 cells; actives 0.99% (n = 360,000); vehicle wells 0%, saturating PEA agonist 100%; Trace amine-associated receptor 1 (Homo sapiens), Q96RJ0; activation, % at 3 µM;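 active = activation above the mean activation of all test compounds in the run plus 3 SD, cut at about 38% in these data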
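System: CHO-derived RD-HGA16 cells with stable Gα16 and human TAAR1. Times: 17-24 h plating, Fluo-8 75 min 37 °C, 30 min RT. Measured by: calcium-sensitive Fluo-8 signal, excitation 470-495, emission 515-575 nm. Read-out basis: % activation relative to PEA EC100 response. Control set: DMSO and PEA EC100. Repeats: no replicates (n 1).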
CHO-K1 Ca antag: nonselective inhibitor or artifact in parental CHO-K1 cells | ATP-induced calcium, Fluo-8 fluorescence | inhibition, % at 3 µM | actives 0.6% (n = 360,000);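 active = inhibition above a per-plate cutoff, the plate's mean sample inhibition plus 3 SD, cut at about 24% in these data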;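 also: 0% = DMSO plus EC80 ATP and 100% = DMSO alone without ATP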
CHO parental Ca: ATP-evoked calcium signal inhibitors, parental CHO, primary screen, counter-screen for OX1R antagonist project, cell-based, fluorescence, Fluo-8 calcium dye | parental CHO-K1, ATP-induced calcium, Fluo-8 fluorescence | actives 0.63% (n = 330,000) | AID 463079, 2010 | inhibition, % at 5.6 µM;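 active = inhibition above that plate's mean sample inhibition plus 3 SD, cut at about 26% in these data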;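 also: 0% = ATP-challenged DMSO wells and 100% = DMSO wells without ATP; some compounds past the cut are filed as inactive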
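Assay system: untransfected parental CHO cell line. Also added: ATP agonist challenge. Dosing: one dose, 5.6 µM nominal. Measured by: Fluo-8 fluorescence. Read-out: % inhibition. Benchmarks: ATP wells versus no-ATP DMSO wells. Repeats: no replicates.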
Numbers without * were called inactive; x = no result given.

molecule | M1 PAM parental | M1 ag parental | OXTR potentiate | M1 ag | TAAR1 antag | V1R ag counter | TAAR1 ag | CHO-K1 Ca antag | CHO parental Ca
COCCN(CCOC)c1nc(S(=O)(=O)c2ccc(C)cc2)c(Cl)s1 | 19 | 2.2 | -18 | -5 | -16 | 3.3 | 9 | -14 | -13
Cc1ccc(Nc2ccc(C(=O)NC3CCCCC3)cn2)cc1 | -18 | -0.6 | 2 | -6 | -9 | -1.2 | -3 | 11 | -2
CN(Cc1ccccc1)C(=O)CNC(=O)Cn1cnc2ccccc2c1=O | 17 | 0.9 | -4 | -2 | -17 | 0.8 | 9 | -1 | -14
CC(=O)c1c(C)[nH]c(C(=O)Nc2nc(-c3ccc(Cl)cc3)cs2)c1C | 20 | 1.0 | -7 | -2 | 29 | 5.5 | 16 | -2 | -7
COc1ccc(N(C(=O)c2cccnc2)S(=O)(=O)c2cccs2)cc1 | 12 | -0.2 | -11 | -7 | 19 | 0.5 | 7 | -8 | -10
CC(C(=O)O)N(C(=O)c1ccccc1)c1ccc(F)cc1 (configuration not stated) | -11 | 0.1 | -3 | -4 | 0 | -0.2 | 6 | 16 | 0
CC(C)(C)C1CCC(=O)N(CCSc2ccccc2)CC1 (configuration not stated) | -6 | -1.1 | -9 | -9 | -2 | -1.2 | 32 | 21 | -10
O=[n+]1c2c(n([O-])c3ccccc31)CCC2 | 6 | -0.2 | -3 | -2 | x | 0.7 | x | -2 | 9
C=C(C)CNC(=S)N/N=C(\C)c1cccc(NC(C)=O)c1 | 18 | 1.0 | x | 1 | -1 | x | 16 | -14 | x
COC(=O)C1=C(C(=O)OC)[C@@H]2N(C)c3ccc(OC)cc3[C@@]23C[C@@H](C(=O)OC)N(C(=O)c2ccc(Br)cc2)C3=N1 | -18 | -0.6 | 8 | -4 | 7 | -0.2 | 5 | -8 | -18
CC1(C)C2CCC(CN=C(N)CSS(=O)(=O)O)C1C2 (configuration not stated) | 5 | -0.3 | x | -7 | -3 | x | 1 | 16 | x
COc1ccc(-c2nc(N)nc(N)n2)c(O)c1 | -6 | 0.0 | 6 | -6 | -2 | -0.6 | 0 | -5 | -10
CCCn1c2ccccc2c2cnn(CC(=O)NC3CCCCC3C)c(=O)c21 (configuration not stated) | 27 | 0.4 | -3 | -1 | -23 | 0.0 | 14 | -10 | -1
C=CCn1c(COc2ccccc2)nnc1SCC(=O)NCC(=O)OCC | 4 | -0.1 | -8 | -5 | -12 | 0.1 | 12 | -6 | -12
CC(C)Sc1nnc(SCC(=O)NCCCN2CCCC2=O)s1 | 10 | 0.4 | -4 | -5 | -7 | 6.0 | -1 | -10 | -7
CN(CC(=O)Nc1nc2ccccc2s1)S(=O)(=O)c1ccc(Br)cc1 | 5 | 7.4 | -12 | 2 | 20 | 8.0 | 10 | -14 | 19
Cc1ccc(CN(C)C(=O)c2ccccc2Sc2ccccc2C#N)cc1 | 7 | 1.9 | -6 | -1 | 10 | 2.6 | 3 | -12 | -10
Cc1cccc2c(CC(=O)O)noc12 | -12 | -0.3 | -3 | -1 | -11 | 0.2 | 2 | 9 | -7
Cc1cccc2cc(COC(=O)c3ccccc3)c(=O)[nH]c12 | 9 | 4.1 | -10 | -2 | 17 | 0.7 | 27 | -5 | -13
Cc1cc(NCc2ccncc2)ccc1Br | 15 | 1.5 | -6 | -3 | 1 | 3.0 | 5 | -7 | -21
O=C(N/N=C/c1ccc(F)cc1)c1ccc(OCc2ccccc2)cc1 | 20 | 0.4 | -4 | 0 | -2 | 0.4 | 0 | -12 | -7
CC1CCCN(C(=O)CCCn2c(=S)[nH]c3ccccc3c2=O)C1 (configuration not stated) | -7 | 0.4 | 4 | -5 | -17 | -0.9 | 14 | 12 | -3
CCCN(CCC)Cc1cc(=O)oc2cc3c(cc12)CCC3 | 25 | 0.9 | 2 | -5 | -66 | -1.2 | 8 | -14 | -17
COc1ccnc(Oc2ccccc2)c1-c1ncn[nH]1 | 6 | 0.2 | 0 | -6 | -20 | -0.7 | 2 | 0 | -13
CCOC(=O)C1(Cc2ccc(Cl)cc2)CCN(Cc2cn(CC)nc2C)CC1 | 9 | 11 | -2 | 0 | -6 | 3.0 | 4 | -5 | -10
O=C(Cc1ccccc1)N1CCN(C(=O)c2cccs2)CC1 | 8 | 0.3 | 1 | -3 | -4 | -0.2 | 12 | -6 | -9
CCOC(=O)C1CCN(C(=O)CNC(=O)c2nn(-c3ccc(OC)c(Cl)c3)c(=O)c3ccccc23)CC1 | 3 | 4.4 | -7 | -8 | 61* | -1.7 | 13 | 5 | -7
CCn1c(C(=O)N2CCCC(C(=O)NCCc3ccc(C)cc3)C2)cc2sccc21 (configuration not stated) | 0 | 6.6 | -13 | 0 | 24 | 9.5 | 8 | -15 | 9
c1ccc(CCCNc2ncnc3nc[nH]c23)cc1 | 16 | 7.7 | -9 | 21* | 8 | 3.1 | 5 | -2 | 3
O=C(CNS(=O)(=O)c1ccc(F)cc1)Nc1ccc(C(F)(F)F)cc1 | 7 | 9.7 | -11 | 0 | 6 | 9.4 | 12 | 5 | 19
Cc1ccc(NC(=O)CS(=O)CC(=O)N(CC(=O)NC2CCCC2)c2ccc3c(c2)OCCO3)cc1 (configuration not stated) | 13 | -0.6 | -10 | -9 | 3 | 0.1 | 3 | -2 | -8
Cc1cccc(C(=O)Nc2ccc(C(=O)N3CCCCC3C)cc2)c1 (configuration not stated) | -1 | 0.8 | -3 | -1 | 3 | 1.7 | 0 | 11 | -6
Cc1ccc(CCN=c2c([N+](=O)[O-])nn(-c3ccccc3)n2O)cc1 | 8 | 0.5 | -11 | -5 | -18 | 0.3 | -3 | -3 | 7
COc1ccc(NC(=O)CCN2C(=O)c3ccccc3S2(=O)=O)c(OC)c1 | -13 | -0.1 | -9 | -5 | -9 | 0.6 | 7 | 23 | -13
Cc1ccc(S(=O)(=O)N2CCOCC2)cc1NC(=O)CNc1ccccc1N1CCCC1=O | -28 | 0.0 | x | -8 | -3 | x | 1 | 9 | x
CC(C)CN(CC(C)C)C(=O)Nc1ccc(F)cc1F | 7 | 0.0 | -5 | -5 | -12 | -1.6 | 9 | -4 | 8
CCCc1c(C(=O)NNc2ccccc2OC)cnn1-c1ccccc1 | 6 | 6.1 | -14 | -1 | -13 | -0.3 | 3 | 0 | -23
Cc1c(Cl)cccc1NC(=O)C1C2C=CC(C2)C1C(=O)O (configuration not stated) | -14 | -0.2 | -10 | 0 | -17 | -0.6 | 1 | 4 | -8
CC1(C)C(c2ccccc2)=NC(c2ccccc2)N1O (configuration not stated) | -2 | 0.5 | -2 | -5 | 3 | -0.3 | 10 | 11 | -17
O=C(O)C1Cc2ccccc2CN1C(=O)c1ccccc1Cl (configuration not stated) | 6 | 0.0 | -17 | 0 | -3 | 1.5 | 12 | -14 | -4
Clc1cccc(Nc2nc(-c3ccncc3)nc3ccccc23)c1 | -23 | -0.5 | -15 | -3 | 40 | -0.8 | 0 | 13 | -15
CC(Sc1nc2ccccc2c(=O)n1CCCN1CCOCC1)C(=O)N1CCc2ccccc21 (configuration not stated) | 4 | -0.1 | x | -3 | -33 | x | 2 | -7 | x
COc1ccccc1CNCc1cccs1 | -3 | 0.1 | -7 | -9 | -5 | 0.4 | -1 | 1 | 20
COc1ccc(C2C=C(C)Nc3nc4ccccc4n32)cc1 (configuration not stated) | 10 | 0.1 | -18 | -6 | 9 | -0.2 | 2 | -9 | -28
Cc1ccccc1N(C)S(=O)(=O)c1nnc(NC(=O)c2ccccc2F)s1 | 0 | 8.4 | -7 | 0 | -12 | 3.8 | 1 | -5 | -19
CCCCCCSc1nc2c(c(=O)[nH]c(=O)n2C)n1C | 15 | -0.1 | -6 | -6 | -11 | -0.5 | -2 | -14 | -2
Brc1cccc(-c2cnc3n2CCCCC3)c1 | 11 | 5.1 | -12 | -4 | -6 | 6.2 | 10 | -7 | -10
CC1CCCN(c2ccc(C(=O)OCn3nnc4ccccc4c3=O)cc2[N+](=O)[O-])C1 (configuration not stated) | 20 | 0.2 | -2 | -8 | -21 | -0.3 | 0 | -10 | -21
O=C(Nc1ccc(-c2nnc3n2CCCCC3)cc1)c1cnccn1 | 12 | 0.5 | x | -3 | -1 | x | 7 | -4 | x
Cc1ccc(-n2nc3c(=O)n(CCCC(=O)NCc4ccccc4Cl)nc(C)c3c2C)cc1 | 15 | 1.4 | -8 | -5 | -19 | 5.1 | 1 | -26 | -24
O=C(O)COc1nsnc1N1CCOCC1 | 15 | 0.6 | -10 | 1 | -2 | 1.4 | 8 | -16 | 5
Cc1nn(CC(=O)Nc2nccs2)c(C)c1[N+](=O)[O-] | -10 | -0.1 | 2 | -1 | -17 | -0.2 | 3 | 8 | -17
COc1cc(CN(C(C)=O)c2ccccc2C(=O)O)ccc1[N+](=O)[O-] | 15 | 0.4 | x | -3 | -5 | x | 3 | -16 | x
COc1cc2c(cc1OC)CN(c1ncccc1[N+](=O)[O-])CC2 | 2 | 1.1 | -12 | -6 | 11 | -0.7 | -2 | -9 | -12
COC(=O)CCCNC(=O)c1ccc(S(=O)(=O)NCc2ccco2)cc1 | 15 | 1.7 | -7 | -1 | -18 | -1.1 | 4 | -2 | 2
COc1ccc(NC(=O)c2ccccc2SCc2ccccc2)cc1 | 13 | 0.5 | x | -2 | 11 | x | 1 | -6 | x
